# Screening data (PubChem)
# PAFAH1B3 FP inh: inhibitors of human PAFAH1B3 | inhibition, % at 3.39 µM | Q15102 | actives 0.28% (n = 340,000) | recombinant PAFAH1B3, FP-rhodamine probe, fluorescence polarization;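 active = inhibition above the screen-wide average of all tested compounds plus 3 SD, cut at about 25% in these data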;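 also: 0% = enzyme with DMSO only and 100% = wells lacking PAFAH1B3 protein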
# LYPLA2 inh: blocks human lysophospholipase 2, a PME1 counter-screen | O95372 | recombinant LYPLA2, FP-Rh probe fluorescence polarization | inhibition, % at 5.9 µM | actives 0.38% (n = 320,000) | AID 2177;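 active = inhibition above the screen-wide mean plus 3 SD, limit set per campaign, cut at about 26% in these data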;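 also: 0% = LYPLA2 with DMSO and 100% = wells lacking LYPLA2 enzyme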
# pPAFAH inh: inhibitors of human plasma PAF acetylhydrolase (pPAFAH); inhibition, % at 3.39 µM; recombinant pPAFAH, FP-rhodamine probe fluorescence polarization; actives 1.5% (n = 330,000); Q13093;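 active = inhibition above the mean inhibition across the screen plus 3 SD, cut at about 25% in these data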;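 also: inhibitors block binding of the rhodamine activity-based probe so polarization drops; 0% = enzyme with DMSO and 100% = wells lacking pPAFAH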
# PAD4 FP inh: inhibitors of human PAD4. recombinant PAD4, RCA probe fluorescence polarization. actives 0.41% (n = 330,000). Q9UM07. inhibition, % at 6.36 µM. AID 485272;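 active = percent inhibition above a cutoff equal to the mean of all tested compounds plus 3 SD, cut at about 15% in these data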;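 also: 0% = PAD4 with RCA probe and DMSO and 100% = probe without PAD4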
# GSTO1 inh: counter-screen for RBBP9 inhibitors: inhibitors of human GSTO1. P78417. recombinant GSTO1, activity-based probe fluorescence polarization. inhibition, % at 5.96 µM. actives 1.1% (n = 300,000). AID 1974;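 active = inhibition above the campaign mean inhibition plus 3 SD, cut at about 35% in these data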;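 also: 0% = GSTO1-1 with DMSO and 100% = wells lacking GSTO1-1 enzyme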
# PREPL inh: inhibitors of human prolyl oligopeptidase-like enzyme PREPL. Q4J6C6. recombinant PREPL, fluorescence polarization activity-based probe. inhibition, % at 5.96 µM. actives 0.68% (n = 320,000). AID 2751; in the data active = inhibition above about 43%;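 also: 0% = enzyme with DMSO and 100% = wells lacking enzyme; many of its hits are not listed in these tables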
# Target sequence (Q4J6C6 whole entry, looked up): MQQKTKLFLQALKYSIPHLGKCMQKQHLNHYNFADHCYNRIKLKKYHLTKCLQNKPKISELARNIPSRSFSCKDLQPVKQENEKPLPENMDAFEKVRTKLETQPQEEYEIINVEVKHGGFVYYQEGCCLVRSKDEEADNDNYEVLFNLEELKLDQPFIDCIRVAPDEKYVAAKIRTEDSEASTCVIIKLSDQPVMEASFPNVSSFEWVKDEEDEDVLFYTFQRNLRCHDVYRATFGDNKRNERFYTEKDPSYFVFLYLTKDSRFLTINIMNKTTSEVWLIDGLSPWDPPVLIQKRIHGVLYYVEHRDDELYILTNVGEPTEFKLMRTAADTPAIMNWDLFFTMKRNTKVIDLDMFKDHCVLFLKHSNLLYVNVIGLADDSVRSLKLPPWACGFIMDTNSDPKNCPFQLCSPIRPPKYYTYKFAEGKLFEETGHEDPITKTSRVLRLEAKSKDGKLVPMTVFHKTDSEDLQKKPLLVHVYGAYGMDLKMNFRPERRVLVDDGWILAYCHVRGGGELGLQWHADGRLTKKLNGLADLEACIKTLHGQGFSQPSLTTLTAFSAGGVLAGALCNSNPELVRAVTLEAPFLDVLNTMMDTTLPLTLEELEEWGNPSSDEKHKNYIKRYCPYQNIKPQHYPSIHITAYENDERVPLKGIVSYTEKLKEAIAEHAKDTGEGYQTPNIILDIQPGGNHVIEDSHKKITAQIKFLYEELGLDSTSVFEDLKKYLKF
# LYPLA1 inh: counter-screen for PME1 inhibitors: inhibitors of human LYPLA1; O75608; recombinant LYPLA1, FP-Rh probe fluorescence polarization; inhibition, % at 5.9 µM; actives 0.16% (n = 320,000);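 active = inhibition above the mean of all tested compounds plus 3 SD, set per campaign, cut at about 14% in these data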;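 also: inhibitors block serine hydrolase probe labeling of LYPLA1 so polarization falls; 0% = enzyme with DMSO and 100% = wells lacking LYPLA1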
# Target sequence (O75608 whole entry, looked up): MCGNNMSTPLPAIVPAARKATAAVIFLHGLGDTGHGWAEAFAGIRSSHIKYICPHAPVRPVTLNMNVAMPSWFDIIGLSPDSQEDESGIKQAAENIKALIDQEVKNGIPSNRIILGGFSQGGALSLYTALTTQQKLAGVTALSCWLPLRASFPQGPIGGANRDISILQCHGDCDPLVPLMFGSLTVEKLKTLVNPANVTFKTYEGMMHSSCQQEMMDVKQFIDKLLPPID
# PAFAH1B2 inh: inhibitors of human PAFAH1B2; actives 1.2% (n = 340,000); P68402; inhibition, % at 3.39 µM; recombinant PAFAH1B2, FP-rhodamine activity probe, fluorescence polarization;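 active = inhibition above the mean of all tested compounds plus 3 SD, cut at about 24% in these data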;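 also: 0% = enzyme with DMSO and 100% = wells lacking PAFAH1B2; many of its hits are not listed in these tables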
# PAFAH2 inh: PAFAH2 (human) inhibition. Q99487. inhibition, % at 3.39 µM. AID 492956. actives 0.99% (n = 340,000). recombinant PAFAH2, FP-rhodamine activity probe, fluorescence polarization;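 active = inhibition above the mean over all tested compounds plus 3 SD, cut at about 30% in these data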;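 also: inhibitors block probe labeling of enzyme so polarization drops; 0% = enzyme with DMSO and 100% = wells lacking PAFAH2 protein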
# An asterisk follows results filed as active; x = no result given. This is a subset (hit frequency here may not be typical).
SMILES,PAFAH1B3 FP inh,LYPLA2 inh,pPAFAH inh,PAD4 FP inh,GSTO1 inh,PREPL inh,LYPLA1 inh,PAFAH1B2 inh,PAFAH2 inh
COC(=O)c1ccc(CNC(=O)COC(=O)CCN2C(=O)C3CC=CCC3C2=O)cc1 (stereo unspecified),-2,4,7,-7,8,-3,1,-1,-2
CCCCC[C@@H]1C=C(C(=O)O)[C@H](c2ccc(C)cc2)N1S(=O)(=O)c1ccc(C)cc1,9,x,3,-4,x,7,x,17,1
CCOC(=O)c1c(-c2ccco2)csc1NC(=O)CSc1nnc(N)s1,0,-8,19,-7,6,1,-5,2,6
Cc1ccc(NC(=O)C(c2ccc(Cl)cc2)N2CCOCC2)cc1 (stereo unspecified),7,2,0,-7,17,-10,-1,-3,2
COc1ccc(/C(C)=N/NC(=O)c2ccc(N(C)C)cc2)cc1,1,2,7,1,12,16,-1,4,3
COc1ccc(CCNS(=O)(=O)c2cc3c4c(c2)CC(=O)N4CCC3)cc1,1,-4,17,3,3,0,-1,-2,15
CCOc1ccccc1N1CCN(C(=S)NCc2ccco2)CC1,0,-2,4,-3,1,1,-1,-4,-2
O=C(O)CSC1CC(=O)N(c2ccc(Cl)c(Cl)c2)C1=O (stereo unspecified),6,-4,4,-5,5,1,-5,5,-8
CCSc1nnc(N(CCC(=O)O)CCC(=O)O)s1,-2,-7,-2,-4,9,20,-4,6,-6
COc1ccccc1CN(C)C(=O)c1ccc2c(c1)NC(=O)CS2,-1,-4,9,2,3,0,-4,5,-1
O=C(c1ccc(F)cc1)N(c1ccccn1)C1CCCCC1,2,1,2,0,6,-3,-5,6,-1
COc1cc(CNC2CCCCCCC2)cc(Cl)c1OC,7,8,-2,-2,0,-10,0,-5,-7
O=C1c2ccc(Br)cc2C(=O)N1c1ccc(Cl)cn1,9,5,-3,-1,11,9,-1,-5,-7
COc1ccc2cc(C3(C)NC(=O)N(CC(=O)N4CCCCC4)C3=O)ccc2c1 (stereo unspecified),3,x,0,-5,x,22,x,7,9
CO/N=C(/CN1CCCCC1)c1ccc(Cl)cc1,6,-1,0,-3,1,0,1,3,8
CCSc1nnc(CNc2ccc(C)cc2)n1C,3,3,-2,-1,-5,2,-4,0,-6
O=C(C[C@@H]1C/C=C\C[C@@H](Cc2ccc(F)cc2)C(=O)OC[C@H]2CCCN2C1=O)NCCO,-2,x,-1,-2,x,30,x,9,0
COc1ccc(CN2C(=O)NC3(CCCc4ccccc43)C2=O)cc1F (stereo unspecified),5,2,2,0,1,-6,0,-2,1
COc1ccc(C(=O)NCCn2ccc3ccccc32)cc1OC,2,0,2,-1,4,8,3,0,-3
Cn1cc(Br)c(-c2cccc(N3C(=O)CCCC3=O)c2)n1,8,-2,3,4,0,1,-2,-3,5
COCCNC(=O)C1(C(F)(F)F)CC(CCCO)CCCO1 (stereo unspecified),3,-2,6,-1,0,4,2,11,1
CCOC(=O)C1(CCc2ccccc2)CCN(Cc2cccc3nccnc23)CC1,1,6,1,-6,7,-90,-1,-4,4
CCOC(=O)CC1C(=O)NCCN1c1nc2c(C)cccn2c(=O)c1/C=C1\SC(=S)N(C(C)CC)C1=O (stereo unspecified),x,-6,15,-41,-48,2,-15,x,x
O=C(NCc1nc(-c2ccc(C(F)(F)F)cc2)no1)Nc1ccc(OC(F)(F)F)cc1,x,-68,-37,0,-24,-21,-39,x,x
O=C(O)c1ccc(-c2nnc(-c3ccc([N+](=O)[O-])cc3)o2)cc1,11,3,8,-3,3,1,0,4,-10
# Other records follow.
SMILES,PAFAH1B3 FP inh,LYPLA2 inh,pPAFAH inh,PAD4 FP inh,GSTO1 inh,PREPL inh,LYPLA1 inh,PAFAH1B2 inh,PAFAH2 inh
CC(C)(C)[C@H]1COC(=O)[C@@H](Cc2ccc(F)cc2)C/C=C\C[C@@H](CC(=O)N[C@H](CO)Cc2ccccc2)C(=O)N1,-6,x,6,2,x,40,x,66*,-5
CC(C)N1C[C@@]23C=C[C@@H](O2)C(C(=O)OCc2ccccc2)[C@H]3C1=O (stereo partly specified),7,0,-2,3,1,8,6,5,7
O=C(/C=C/c1ccco1)N1CCN(C/C=C/c2ccccc2)CC1,-1,27*,0,3,-1,23,2,0,9
O=S(=O)(O)c1nc2ccccc2[nH]1,1,1,-3,4,14,-6,-4,0,-4
Cc1ccc(C)c(S(=O)(=O)n2cnc3ccccc32)c1,-1,0,4,-1,-1,-1,-3,3,2
Cc1ccc(NC(=O)CCCN2C(=O)NC(C)(C)C2=O)cc1,4,-1,1,-4,x,5,-1,4,4
COCCN(C(=O)CCC(=O)Nc1cc(C)on1)C(C(=O)NC1CCCC1)c1ccccc1C (stereo unspecified),-1,2,-4,-3,-6,11,1,5,3
CCCN1C2CCCC1CC(NC(=O)c1ccccc1Br)C2 (stereo unspecified),4,3,8,2,-5,-10,0,6,2
Cc1ccsc1C(=O)Nc1cccc(S(=O)(=O)N(C)C)c1,-7,1,-1,3,2,-3,0,3,1
Cc1nc2ncnn2c(N2CCN(C(=O)c3cccc(F)c3)CC2)c1C,-3,5,0,-6,1,7,-1,0,6
Cc1ccc(NC(=S)NC(=O)c2ccc(-c3ccccc3)cc2)c(C)c1,4,-4,-1,-1,-9,12,-1,-4,-6
Cc1ccc(-c2c3c([nH]c(=S)c2C#N)CCCC3)o1,8,6,25*,6,15,0,-1,6,17
O=C(COc1ccc(F)cc1)Nc1nccs1,-1,6,5,3,-3,-8,1,2,-5
CCN(CCCCN1C(=O)c2ccccc2C1=O)c1ccc2c(c1)C(=O)N(C)C2=O,2,4,10,3,-1,16,0,4,3
CCCC12CN3CC(C)(CN(C1)C3c1ccc([N+](=O)[O-])o1)C2=O (stereo unspecified),-7,9,-3,-8,-7,5,5,-4,4
CCc1ccc(OCc2nnc(SCCN3CCOCC3)n2C)cc1,-1,3,-1,0,4,22,-2,7,-7
COc1ccc(S(=O)(=O)N2CCC(C(=O)N[C@H](C(=O)N3CCCC3)C(C)C)CC2)cc1,6,8,10,-5,-3,6,1,3,6
CSc1ccccc1NC(=O)CNCCCN1CCOCC1,-7,-10,-3,0,13,16,0,3,2
CCn1c(SCc2nc(-c3ccc(OC)c(OC)c3)no2)nnc1-c1cccs1,4,-2,2,-1,13,9,0,2,2
CC(=O)Nc1ccc(SCC(=O)c2cc(C)n(-c3ccccc3)c2C)cc1,-2,0,5,6,2,-4,6,-1,-3
COCCNc1cc(C)nc2ccccc12,6,-5,-4,-7,2,12,3,-5,6
CC1=C/C(=C(/c2ccc(O)c(C)c2)c2ccccc2S(=O)(=O)O)C=CC1=O,-20,-25,-13,-7,x,-15,-13,-10,-18
O=c1c(CN2CCN(c3cccc(Cl)c3)CC2)coc2c(Cl)cc(Cl)cc12,7,4,3,-6,-1,-3,1,5,-1
C=CCSc1nnc(-c2ccc([N+](=O)[O-])cc2)o1,7,-3,6,-4,-4,1,-3,1,-6
OCCOc1ccc(CN2CCCC(N3CCN(c4ccc(F)cc4)CC3)C2)cc1 (stereo unspecified),11,5,8,5,4,43,0,1,3
# The results go on.
SMILES,PAFAH1B3 FP inh,LYPLA2 inh,pPAFAH inh,PAD4 FP inh,GSTO1 inh,PREPL inh,LYPLA1 inh,PAFAH1B2 inh,PAFAH2 inh
COc1ccc(C(=O)Nc2ccccc2C(=O)NC(C(=O)NCc2ccco2)C(C)C)cc1 (stereo unspecified),-3,3,-5,-1,10,-10,-5,-4,8
CCOC(=O)c1[nH]c2ccc(OC)cc2c1NS(=O)(=O)c1ccc(Cl)s1,4,-5,3,3,-1,-39,-9,5,7
O=C(NCc1ccccn1)Nc1ccc(F)cc1F,3,3,-3,2,-1,-2,-1,5,-1
C/C(CC(=O)Nc1ccc2c(c1)OCO2)=N\NC(=O)c1ccc(N)cc1,x,1,5,0,3,9,9,x,x
Cc1nc(C)c(C)nc1C,x,8,-2,-5,4,-1,-2,x,x
COc1ccc(CCNC(=O)c2cc(-c3ccncc3)nc3c(Cl)cccc23)cc1OC,-2,9,1,-5,-7,-3,2,5,-8
Cc1cc(-c2nnc3n2N=C(C(C)(C)C)CS3)n[nH]1,-1,14,6,1,5,2,2,7,5
COc1cc(CNCc2ccccn2)ccc1OCc1c(Cl)cccc1Cl,7,2,-1,1,0,-10,1,5,5
COC(=O)C1=C(C(=O)c2ccc(C)cc2)C(c2ccc(O)c(OC)c2)n2nnnc2N1 (stereo unspecified),-4,8,4,0,6,-2,-3,0,1
Cc1cc(Br)ccc1NC(=O)CN(C)C(=O)C1=COCCO1,4,x,2,-1,x,12,x,3,4
COc1ccc(CN(C)C(=O)c2cnc(OC)cc2C(F)(F)F)c(OC)c1,-6,0,-2,1,7,14,0,3,6
CCCN(CC(=O)Nc1ccc(C(N)=O)cc1)CC(=O)Nc1ccc(F)c(F)c1F,1,-16,-6,-1,0,-67,-3,1,0
Cc1ccc(CNC(=O)c2sc3nc4c(c(C(F)(F)F)c3c2N)CCC4)cc1,0,-2,3,0,-5,-2,-3,1,3
Cc1ccc(C(=O)NCCc2csc(-c3cccnc3)n2)cc1,-2,4,2,1,4,3,-1,3,5
COc1ccc(NS(=O)(=O)c2cccc(C(=O)N3CCCCCCC3)c2)cc1,9,4,34*,0,x,1,-3,8,5
COc1ccc(NC(=O)C2CCCN(S(=O)(=O)c3cccnc3)C2)cc1OC (stereo unspecified),0,10,1,-2,12,0,3,3,-3
COc1ccc(C2(c3ccc(OC)cc3)NC(=O)N(CC(=O)N(C)c3ccccc3)C2=O)cc1,5,-1,-1,-2,1,-2,2,3,7
CN1CCC(N(C)C(=O)c2cc(=O)c3ccccc3o2)CC1,0,7,1,2,6,2,1,2,3
Cc1csc(=NC(=O)c2ccccc2)n1CCO,-1,5,4,1,3,15,0,-1,-2
CC(=O)c1cnc2cc(-c3ccc(Cl)cc3)nn2c1C,6,-1,-2,1,5,-1,-4,2,6
CCOC(=O)Cn1c(=O)oc2cc(S(=O)(=O)NC3CCCCC3)ccc21,-8,4,6,-5,9,4,-1,5,-1
O=C(Nc1cccc(C(=O)N2CCCC2)c1)c1ccccc1,-4,-2,-2,3,-4,10,1,0,-9
COc1cc(/C=C2/CC(C)OC2=O)c([N+](=O)[O-])cc1OC (stereo unspecified),3,-1,-7,1,5,2,-2,2,4
COc1ccc(CNC(=O)CCc2nnc3ccc(NCCCN4CCCC4=O)nn23)cc1,1,3,1,1,-9,25,2,-2,0
COc1ccc(-c2nc(CCNC(=O)c3cccs3)cs2)cc1,2,6,1,-2,6,0,2,1,6
CCc1c(C)nc(SCC(=O)Nc2cccc(Br)c2)[nH]c1=O,5,-5,-7,2,-5,8,-2,7,7
COC(=O)c1ccc(NC(=O)C(=O)N2CCN(C(=S)Nc3ccc(C)cc3)CC2)cc1,6,48*,1,1,-3,2,0,0,-3
COCCNCC(=O)Nc1ccc(OC(F)(F)F)cc1,1,-3,2,0,3,2,0,3,-3

# By substructure: the compounds so far with a CF3 group (five)
SMILES,PAFAH1B3 FP inh,LYPLA2 inh,pPAFAH inh,PAD4 FP inh,GSTO1 inh,PREPL inh,LYPLA1 inh,PAFAH1B2 inh,PAFAH2 inh
COCCNC(=O)C1(C(F)(F)F)CC(CCCO)CCCO1 (stereo unspecified),3,-2,6,-1,0,4,2,11,1
O=C(NCc1nc(-c2ccc(C(F)(F)F)cc2)no1)Nc1ccc(OC(F)(F)F)cc1,x,-68,-37,0,-24,-21,-39,x,x
COc1ccc(CN(C)C(=O)c2cnc(OC)cc2C(F)(F)F)c(OC)c1,-6,0,-2,1,7,14,0,3,6
Cc1ccc(CNC(=O)c2sc3nc4c(c(C(F)(F)F)c3c2N)CCC4)cc1,0,-2,3,0,-5,-2,-3,1,3
COCCNCC(=O)Nc1ccc(OC(F)(F)F)cc1,1,-3,2,0,3,2,0,3,-3
